FLuc modulator: qHTS profiling assay for firefly luciferase inhibitor/activator using purifed enzyme and Km concentrations of substrates (counterscreen for miR-21 project) | Luciferin 4-monooxygenase (Photinus pyralis), P08659 | purified FLuc, Km substrates, luminescence inhibition | Potency, µM (series often up to 57.5 µM), for the others: at the highest dose activity change, negative = inhibition, most hits filed as inhibitors | 360,000 compounds, 6.9% hits | AID 588342, 2011;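 also: potency is read from the fitted curve at half-maximal effect; plate controls were vehicle for no effect and reference inhibitor for full effect; nearly all actives have a fitted effect of over 55% in size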
Target sequence (P08659 whole entry, looked up): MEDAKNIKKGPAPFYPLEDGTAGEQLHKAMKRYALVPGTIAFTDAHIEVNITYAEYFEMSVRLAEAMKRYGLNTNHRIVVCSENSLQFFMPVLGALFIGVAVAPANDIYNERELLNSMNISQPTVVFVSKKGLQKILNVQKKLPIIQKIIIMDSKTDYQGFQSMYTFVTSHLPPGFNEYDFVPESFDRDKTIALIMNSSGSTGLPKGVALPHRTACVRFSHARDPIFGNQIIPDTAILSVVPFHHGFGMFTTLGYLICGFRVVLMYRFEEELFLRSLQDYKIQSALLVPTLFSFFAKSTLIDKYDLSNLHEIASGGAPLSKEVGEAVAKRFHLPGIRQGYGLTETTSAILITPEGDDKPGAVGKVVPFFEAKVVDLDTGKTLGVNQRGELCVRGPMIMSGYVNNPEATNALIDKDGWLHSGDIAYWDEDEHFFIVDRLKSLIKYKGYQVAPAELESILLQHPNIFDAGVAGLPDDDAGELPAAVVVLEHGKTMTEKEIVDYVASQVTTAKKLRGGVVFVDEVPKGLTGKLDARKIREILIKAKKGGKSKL
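Purified P. pyralis luciferase (10nM final) with 10uM D-luciferin and 10uM ATP (Km levels) in 50mM Tris acetate pH 7.5, 10mM Mg acetate, 0.01% Tween-20, 0.05% BSA; qHTS 6-point titration, ~60 µM downward; luminescence read.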
Giardia killer: Small Molecules that selectively kill Giardia lamblia: qHTS. Giardia lamblia trophozoite viability. 340,000 compounds, 0.15% hits. activity change, % at 7.66 µM, hits read low; in the data active = activity change below about -80%; inconclusive = between about -30% and that limit;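 also: parasites exposed to compound for two days anaerobically before the ATP read; % is scaled to controls: 0 for no effect and ±100 for the full control effect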
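Giardia trophozoites, 100 cells per well, were exposed to compounds for 48 hrs at 37 deg C under anaerobic conditions; viability was then read as ATP content by bioluminescence after 15-30 min at room temperature.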
Rab9 promoter act: qHTS Assay for Rab9 Promoter Activators. Huh7 Rab9 promoter-luciferase reporter, luminescence, 24 h. Potency, µM (top dose mostly 9.22 µM), for the others: at the highest dose activation, negative = inhibition, actives largely listed as activators. 320,000 compounds, 2.8% hits. AID 485297, 2010; also: potency is read from the fitted curve at half-maximal effect; % of control where 0% means no effect; nearly all actives have a fitted effect of over 60% in size
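Rab9 promoter-driven luciferase in stably transfected Huh7 cells; 1500 cells/well rested 2 h, exposed to compound in DMSO for 24 h at 37 °C, 5% CO2. Luminescence read 10 min after adding luciferase reagent at ambient temperature.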
BRCA1 expr up: qHTS Assay to Identify Small Molecule Activators of BRCA1 Expression | MCF7-BRCA1-FFLuc reporter, luminescence, 48 h; response scale: scaled: vehicle 0%, 10 µM genistein 100% | 380,000 compounds, 1.1% hits | Potency, µM (series often up to 46.1 µM), without a hit: at the top dose activation, actives largely listed as activators; also: potency is read from the fitted curve at half-maximal effect; nearly all actives have a fitted effect of over 80% in size; some results filed as inactive show a strong effect at the top dose
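Reporter cells (MCF7, BRCA1 promoter-firefly luciferase) received library compounds across a concentration series for 48 h. End-point luminescence was measured and concentration-effect curves derived after normalization.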
p53 reactivator: qHTS assay for re-activators of p53 using a Luc reporter; H1299 p53-A138V BP100-luciferase reporter, luminescence, 24 h; Potency, µM (titrated, usually from 92.2 µM), inactives show at the top dose activity change, positive = activation, usual class: activators; 320,000 compounds, 0.063% hits; also: potency is read from the fitted curve at half-maximal effect; % of control where 0% means no effect; nearly all actives have a fitted effect of over 45% in size
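p53-null H1299 cells stably carrying temperature-sensitive p53-A138V and a BP100-luciferase reporter were pinned with compounds (4-point, 1:5 series) and held 24 hrs at 37 deg C. Luminescence was read 10 min after detection reagent.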
PKM2 act: qHTS Assay for Activators of Human Muscle isoform 2 Pyruvate Kinase; Potency, µM (highest dose often 57.5 µM), for inactives: at the highest dose activation, actives largely listed as activators; Pyruvate kinase PKM (Homo sapiens), P14618; 260,000 compounds, 0.34% hits; purified PKM2, Kinase-Glo ATP luminescence, activation; response scale: 0% is enzyme alone, no compound; also: potency is read from the fitted curve at half-maximal effect; % is scaled to controls: 0 for no effect and ±100 for the full control effect; nearly all actives have a fitted effect of over 55% in size
Target sequence (P14618 whole entry, looked up, canonical isoform): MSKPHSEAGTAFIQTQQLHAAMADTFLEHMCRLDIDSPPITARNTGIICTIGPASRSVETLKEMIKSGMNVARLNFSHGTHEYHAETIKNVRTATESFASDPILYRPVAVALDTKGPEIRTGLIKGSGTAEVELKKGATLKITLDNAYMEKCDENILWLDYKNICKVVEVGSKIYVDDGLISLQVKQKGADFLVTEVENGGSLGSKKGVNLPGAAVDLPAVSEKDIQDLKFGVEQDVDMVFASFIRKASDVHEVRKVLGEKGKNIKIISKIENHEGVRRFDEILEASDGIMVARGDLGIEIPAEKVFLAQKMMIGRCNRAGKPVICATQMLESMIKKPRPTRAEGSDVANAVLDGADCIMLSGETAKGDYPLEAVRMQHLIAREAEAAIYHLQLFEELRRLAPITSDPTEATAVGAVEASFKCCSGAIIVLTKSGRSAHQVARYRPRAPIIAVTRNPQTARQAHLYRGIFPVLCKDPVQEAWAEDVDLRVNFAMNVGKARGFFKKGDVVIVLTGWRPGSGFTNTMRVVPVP
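Kinase-Glo luminescence reports ATP generated from ADP (0.1 mM) and PEP (0.5 mM) by purified hPK-M2 after 1 h at room temperature, pH 7.2 imidazole buffer; intermediate enzyme activity allows detecting inhibitors and activators.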
Menin MLL FP TR: qHTS Assay for Inhibitors Targeting the Menin-MLL Interaction in MLL Related Leukemias: Competition With Texas Red Labeled MLL-derived Mutant Peptide. O00255. Menin + Texas Red MLL mutant peptide, fluorescence polarization. Potency, µM (doses to about 61.6 µM), for the others: at the highest dose FP activity change, negative = inhibition, usual class: inhibitors. 270,000 compounds, 0.23% hits; active = well fitted inhibition curve with a large enough effect in the polarisation, with a control signal flat, not every such curve was filed as active; inconclusive = small, poorly fitted or top-dose-only effect, or effect the other way, or a change in a side signal; inactive = no such curve, though single readings can be large or run the other way; the % refers to the polarisation; also: potency is read from the fitted curve at half-maximal effect; % of control where 0% means no effect; many of its hits are not listed in these tables
RORgamma inh: qHTS for inhibitors of ROR gamma transcriptional activity | Nuclear receptor ROR-gamma (Mus musculus), P51450 | Drosophila S2 Gal4-RORgamma UAS-luciferase reporter, 20 h | Potency, µM (doses to about 53.6 µM), for inactives: top-dose activity change, negative = inhibition, most hits filed as inhibitors | 310,000 compounds, 5.4% hits | AID 2551, 2010; also: potency is read from the fitted curve at half-maximal effect; % is scaled to controls: 0 for no effect and ±100 for the full control effect; nearly all actives have a fitted effect of over 60% in size
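Stably transfected Drosophila Schneider cells are the test system, with ROR gamma fused to Gal4 and luciferase under UAS control; luminescence is read after 20 hr of 700 uM copper sulfate induction at ambient temperature.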
Gal4-VP16 FLuc: VP16 counterscreen qHTS for inhibitors of ROR gamma transcriptional activity | Drosophila S2 Gal4-VP16 UAS-luciferase, luminescence, 20 h | Potency, µM (doses to about 53.6 µM), for the others: at the highest dose activity, negative = inhibition, hits mostly inhibitors | AID 2546, 2010 | 310,000 compounds, 3.5% hits;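 also: Gal4-VP16 expression switched on by copper sulfate through the metallothionein promoter; potency is read from the fitted curve at half-maximal effect; % is scaled to controls: 0 for no effect and ±100 for the full control effect; nearly all actives have a fitted effect of over 50% in size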
ELG1 genotox: qHTS screen for small molecules that induce genotoxicity in human embryonic kidney (HEK293T) cells expressing luciferase-tagged ELG1; HEK293T ELG1-luciferase reporter, luminescence, 16 h; Potency, µM (doses to about 46 µM), without a hit: top-dose activity change, positive = activation, usual class: activators; 330,000 compounds, 1.3% hits; AID 504466, 2011; also: potency is read from the fitted curve at half-maximal effect; % of control where 0% means no effect; nearly all actives have a fitted effect of over 60% in size
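DMSO vehicle served as control against compound-treated ELG1-luciferase HEK293T cells; exposure lasted 16 hr at 37 °C and 5% CO2, followed by ONE-Glo luminescence detection after 30 min.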
NPC1 promoter act: qHTS Assay for NPC1 Promoter Activators; Potency, µM (doses to about 9.22 µM), inactives show at the highest dose activation, most hits filed as activators; 320,000 compounds, 2.4% hits; Huh7 NPC1 promoter luciferase reporter, 24 h;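 also: potency is read from the fitted curve at half-maximal effect; % of control where 0% means no effect; nearly all actives have a fitted effect of over 60% in size; reporter is driven by a mutant NPC1 promoter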
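Cells: Huh7 expressing luciferase under the NPC1 promoter, 1500/well. Seeded 2 h, compound added, incubated 24 h at 37 °C. Luciferase reagent, 10 min ambient, then luminescence.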
* = called active by the depositor; ? = inconclusive; nt = not tested or not shown; [ ] = remark or other dose. Unless noted, calls follow the shape of the dose curve; as a rule, active = well fitted curve in the direction sought with a large enough effect; inconclusive = small, poorly fitted or top-dose-only effect, or another doubt; inactive = no such curve, though single readings can be large; an effect the other way counts as inactive or inconclusive. Not all compounds are listed; count on the stated rates, not on these rows.

SMILES | FLuc modulator | Giardia killer | Rab9 promoter act | BRCA1 expr up | p53 reactivator | PKM2 act | Menin MLL FP TR | RORgamma inh | Gal4-VP16 FLuc | ELG1 genotox | NPC1 promoter act
COc1ccc(C(=O)NCc2cccnc2)cc1C(=O)NCc1cccnc1 | 6% | 8 | -6%[46.1 µM] | 6% | 5% | nt | -2% | -21%[16.9 µM] | 5%[17 µM] | 3% | 5%[46.1 µM]
Cc1ccc(C(=O)Nc2nc3ccccc3n3nnnc23)cc1 | ? | 3 | 19% | 10% | 4% | 13% | ? | 12% | -13% | 5% | 12%
CCc1cc(=O)oc2c(C)c(OCC(=O)NC3CC(C)(C)NC(C)(C)C3)ccc12 | 0% | 23 | -6% | 52% | 5% | nt | nt | -5% | -2% | 0% | -9%
CC1(O)CC(=O)N(c2ccccc2)O1 (configuration not stated) | -1% | 0 | -9% | 4%[1.84 µM] | 0% | -2% | 4% | 21% | 0% | 3% | -3%
COCCNC(=O)Cn1c(=O)n(CCC(=O)NCCc2ccccc2)c(=O)c2ccccc21 | -4% | 0 | -9% | -19% | 1% | -19% | -7% | -8% | 4% | 0% | 1%
Cc1ccc(Oc2ncccc2CO)cc1 | 3% | 32[activator] | 3% | 10% | -5% | nt | 1% | -18% | 0% | 2% | -1%
CC(C)c1cc(C(=O)NCc2cccnc2)no1 | 8% | 10 | 7% | 1% | ? | 6% | 6% | 38% | 7% | 3% | 2%
COc1ccc(C2(O)CCN(Cc3nnnn3Cc3ccc(F)cc3)CC2)cc1 | 7% | 11 | 3% | 0% | 0% | -2% | 5% | ? | -6% | 1% | -4%
COc1ccccc1C1CC(=O)Oc2c(C(C)C)ccc(C)c21 (configuration not stated) | nt | 16 | nt | -9% | -1% | nt | -6%[94.6 µM] | -28% | -5% | 0% | nt
Cc1ccc2c3c(cccc13)-c1ccccc1C2=O | 19µM* | 0 | -4% | 78% | 15% | 1% | 14% | -10% | 4% | 0% | 0%
CC1CN(C2CCN(S(=O)(=O)c3ccccc3)CC2)CC(C)O1 (configuration not stated) | -10% | 1 | 0% | -1% | 8% | -6% | -12% | ? | -5% | 0% | -2%
Cc1ccc(C(=O)CCC(=O)OCC(=O)Nc2ccccc2SCC#N)cc1 | nt | -17 | 1% | -11% | 7% | nt | nt | nt | nt | -2% | -1%
COc1ccccc1CNC(=O)CSc1ccc(-c2ccccn2)nn1 | -2% | -19 | 3% | 2% | -3% | 11% | -1% | -28% | 4% | 5% | -4%
COc1ccc(C(CC(=O)O)NC(=O)Cc2ccccc2)cc1OC (configuration not stated) | 0% | 3 | -1% | -3% | -8% | -8% | -1% | -3% | -1% | -2% | -1%
CC1CCCCC1NC(=O)CSCC(=O)O (configuration not stated) | 0% | -7 | 0% | -10% | 6% | 4% | -15% | -3% | -6% | 2% | -2%
c1ccc2c(c1)COC(CNC1CCCCC1)OC2 | 3% | 3 | -4% | 69% | 9% | -7% | 0% | -17% | -15% | 5% | 0%
Cc1cc(C)c(C)c(S(=O)(=O)N2CCN(C(=O)c3ccccn3)CC2)c1C | nt | 1 | -12% | -7% | -9% | nt | nt | nt | nt | -1% | -2%
CCOC(=O)c1c(CN(C)C)n(-c2ccccc2)c2cc(Br)c(O)cc12 | -2% | -11 | -12% | -9% | 0% | 1% | -3% | 28% | 3% | -2% | -3%
CCN(CC)S(=O)(=O)c1ccc2c(c1)N(CC(=O)NCCc1ccc(S(N)(=O)=O)cc1)C(=O)CO2 | -10% | -18 | 10% | -2% | -6% | -4% | 0% | 22% | 14% | 1% | -10%
O=C(CCn1nc(-c2ccc(Cl)cc2)ccc1=O)NCc1cccnc1 | -1% | 1 | -2% | 0% | 0% | -2% | -21% | 17% | 6% | -1% | -6%
CCOC(=O)c1c(C)nc2c(c1-c1cc(OC)ccc1OC)C(=O)c1ccccc1-2 | 1% | 0 | -10% | -2%[1.84 µM] | 3% | -3% | 4% | 9% | 3%[0.365 µM] | 1% | -1%
Cc1nc2cc(N3CCCCC3)c(NC(=O)c3ccncc3)cc2c(=O)n1Cc1ccc(Cl)cc1 | 2% | nt | 4% | nt | 1% | 3% | -4% | 21% | -3% | 12% | 0%
CCC12CN3CCN(CC(C3)/C1=N\NC(=O)Nc1ccccc1)C2 | -1% | 8 | -1% | 8% | 0% | -1% | -4% | -14% | 4% | 1% | -2%
CC(=O)c1cccc(S(=O)(=O)Nc2cc(C(F)(F)F)ccc2N2CCOCC2)c1 | 5% | -4 | -5% | -12% | 0% | nt | nt | nt | nt | 3% | -1%
Cc1cc(C)cc(NC(=O)C2CCCN2/C=C/C(=O)C(F)(F)F)c1 (configuration not stated) | 4% | 14 | 0% | -10% | -8% | 1% | 9% | 16% | -3% | -2% | -8%

Some of these compounds in order of their number in PKM2 act, lowest first:
| Molecule | Rab9 promoter act | p53 reactivator | PKM2 act | Menin MLL FP TR | RORgamma inh |
| --- | --- | --- | --- | --- | --- |
| COCCNC(=O)Cn1c(=O)n(CCC(=O)NCCc2ccccc2)c(=O)c2ccccc21 | -9% | 1% | -19% | -7% | -8% |
| CC1(O)CC(=O)N(c2ccccc2)O1 (configuration not stated) | -9% | 0% | -2% | 4% | 21% |
| CC1CCCCC1NC(=O)CSCC(=O)O (configuration not stated) | 0% | 6% | 4% | -15% | -3% |

Carrying on.
SMILES | FLuc modulator | Giardia killer | Rab9 promoter act | BRCA1 expr up | p53 reactivator | PKM2 act | Menin MLL FP TR | RORgamma inh | Gal4-VP16 FLuc | ELG1 genotox | NPC1 promoter act
COc1cccc(NC(=O)C2CCN(C(=O)[C@@H]3Cc4ccccc4CN3)CC2)c1 | -10% | 4 | 5% | 33% | 8% | nt | nt | 2% | -6% | 4% | -13%
Cc1ccc(S(=O)(=O)N2CCCC(C(=O)Nc3ccc(C(=O)O)cc3)C2)cc1Cl (configuration not stated) | -4% | -10 | -2% | -18% | 0% | 0% | 8% | 7% | 0% | 9% | 1%
CCN(CC)C(=O)CSc1nc2sc3c(c2c(=O)n1CCOC)CCC3 | -2% | -6 | -1% | -31% | 3% | 2% | -9% | 1%[1.91 µM] | 5% | -3% | -2%
N/C(Cc1ccc(Cl)c(Cl)c1)=N\OC(=O)c1ccc(Br)o1 | 0% | 3 | -2% | -8% | 0% | 5% | nt | -10% | -6% | -2% | 0%
COCCNC(=O)CN(Cc1ccccc1)S(=O)(=O)c1ccc2nc(C)sc2c1 | -1% | 26 | 5% | -9% | 2% | nt | ? | -2% | -9% | 2% | -2%
CCc1cccc(OCCn2nc(C(=O)O)c3ccccc3c2=O)c1 | -1% | -2 | -2% | 5% | -2% | 5% | -2% | 5% | 2% | -4% | -1%
Nc1nonc1-c1noc(N2CCCCC2)n1 | 19µM* | 0 | ? | 10µM* | 18% | -11% | -4% | -22% | -8% | ? | -2%
COc1cc(C(=O)Nc2ccncc2)cc(OC)c1OC | 0% | -5 | 6% | 2% | -9% | -13% | 3% | -2% | 6% | 6% | 7%
COC(=O)CCC(=O)NNC(=O)C1CC1(c1ccccc1)c1ccccc1 (configuration not stated) | 3% | 10 | -2% | -3% | nt | -2% | 1% | 1% | 1% | 0% | 1%
COc1ccc(-c2nnn(Cc3nn[nH]n3)n2)cc1OC | -3% | -8 | 2% | 1% | -2% | -1% | -7% | -19% | -4% | 1% | 0%
CCOc1ccccc1NC(=O)CCNS(=O)(=O)c1ccc(NC(C)=O)cc1 | 2% | -2 | -5% | 0% | 2% | nt | 10% | -16% | 5% | 1% | 2%
CCc1c(C)nc(N2CCN(c3ccccc3F)CC2)[nH]c1=O | 2% | 7 | -4% | 2% | 8% | -4% | -15% | 1% | -1% | 1% | -3%
CC(=O)CC(C)(C)n1nnc(-c2ccccc2)n1 | -16% | 0 | 13% | -1% | ? | 1% | 1% | -8% | 11% | 10% | -1%
Cc1ccc(C)c(NC(=O)c2sc(Cl)nc2C)c1 | -4% | 7 | 1% | 1% | -1% | -5% | -5% | 5% | 8% | -4% | 1%
